TRPV1 ag = activates the human vanilloid receptor TRPV1; Q8NER1; TRPV1-expressing cells, Fluo-8 calcium influx, agonist mode; activation, % at 8.33 µM; hit rate 0.19% among 320,000; AID 540275; in the data active = activation above about 80%; inconclusive = between about 30% and that limit; also: 0% is about no effect
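Fluo-8 calcium influx in TRPV1-expressing cells, kinetic read (ex 480/em 520 nm). Compound added and read 3 min for agonist activity, followed by capsaicin at EC20 final and 2 min further read for enhancement.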
FBPA coupling cs = inhibits coupling enzyme system, counter-screen for aldolase hits; coupling enzyme system counterscreen, AmpLite Red fluorescence; activity change, negative = inhibition, % at 58.2 µM, hits read low; hit rate 0.67% among 290,000; in the data active = activity change below about -30%; also: % is scaled to controls: 0 for no effect and ±100 for the full control effect
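Counterscreen of the coupled detection system alone, without aldolase: glyceraldehyde-3-phosphate coupling enzymes plus AmpLite Red readout. Compounds at 57.5 uM final, 10 min RT preincubation, 20 min RT reaction, fluorescence 525/598 nm.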
KCNH2 3.1 inh = KCNH2 3.1 (human) potassium channel inhibition | U2OS KCNH2 3.1, thallium flux FluxOr; stronger effect = lower value | activity change, % (tested at about 1.8 µM) | hit rate 0.95% among 340,000 | AID 720553;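 active = maximum activity change below -70%; inconclusive = maximum activity change from -70% to -50%; inactive = maximum activity change above -50%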;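 also: thallium influx rate constant from kinetic fluorescence after stimulation buffer; % is scaled to controls: 0 for no effect and ±100 for the full control effect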
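Kinetic fluorescence (2 min after stimulation buffer) measures Tl+ influx through KCNH2 3.1 expressed by viral transduction in U2OS cells; the rate constant is normalized against DMSO controls serving as positive and negative references.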
GALK inh = galactokinase (human) inhibition | Purified GALK, Kinase-Glo residual ATP luminescence | Potency, µM (series often up to 57.5 µM), inactives show at the top dose activity change, negative = inhibition, most hits filed as inhibitors | hit rate 0.007% among 270,000; also: potency is read from the fitted curve at half-maximal effect; % is scaled to controls: 0 for no effect and ±100 for the full control effect
Target sequence (P51570 whole entry, looked up): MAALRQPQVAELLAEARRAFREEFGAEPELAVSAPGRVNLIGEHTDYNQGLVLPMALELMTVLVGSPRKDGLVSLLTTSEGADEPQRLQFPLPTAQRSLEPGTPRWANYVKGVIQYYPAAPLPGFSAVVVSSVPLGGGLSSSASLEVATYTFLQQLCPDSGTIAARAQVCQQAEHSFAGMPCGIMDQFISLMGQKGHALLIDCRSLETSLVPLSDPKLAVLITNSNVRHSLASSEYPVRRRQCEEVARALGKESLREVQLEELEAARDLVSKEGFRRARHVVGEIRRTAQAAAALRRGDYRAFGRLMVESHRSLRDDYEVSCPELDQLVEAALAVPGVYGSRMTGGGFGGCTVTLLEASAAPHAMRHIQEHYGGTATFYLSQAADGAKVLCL
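5 nM enzyme, 35 uM ATP, 100 uM galactose, 20 mM HEPES pH8.0, 5 mM MgCl2; 1 h RT; residual ATP by Kinase-Glo Plus luminescence, qHTS format.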
KCNH2 WT inh = inhibitors of human wildtype KCNH2 potassium channel | U2OS, BacMam KCNH2, thallium flux FluxOr; stronger effect = lower value | hit rate 0.37% among 340,000 | activity change, % at 1.84 µM;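 active = maximum activity change below -70%; inconclusive = maximum activity change between -70% and -50%; inactive = maximum activity change above -50%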; also: % is scaled to controls: 0 for no effect and ±100 for the full control effect
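U2OS cells were transduced with wild-type KCNH2 virus (2.03 x 10^8 / mL) for 4 h at room temperature, then cultured overnight at 37 C. Thallium flux was read with FluxOr dye. Rate constants were normalized to DMSO controls.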
CXXC DNA block = inhibitors of human MLL CXXC domain-DNA interaction; Q03164; MLL-CXXC / FITC-HOXA9 DNA fluorescence polarization; Potency, µM (doses to about 115 µM), for the others: at the highest dose activity change, negative = inhibition, hits mostly inhibitors; hit rate 0.037% among 290,000; AID 2662; active = well fitted inhibition curve with a large enough effect in the polarisation, with a control signal flat, not every such curve was filed as active; inconclusive = small, poorly fitted or top-dose-only effect, or effect the other way, or a change in a side signal; inactive = no such curve, though single readings can be large or run the other way; the % refers to the polarisation; also: potency is read from the fitted curve at half-maximal effect
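Purified MLL-CXXC (added from a 7 uM solution) was preincubated 5 min at ambient with pinned compounds in 50 mM Tris-HCl pH 7.5, 50 mM NaCl, 1 mM DTT, 0.05% BSA. Fluorescein-labeled HOX-A9 DNA (50 nM solution) followed, 30 min, then polarization read.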
Giardia kill = Giardia lamblia killing. activity change, % at 7.66 µM, hits read low. hit rate 0.15% among 340,000. Giardia lamblia trophozoite viability; in the data active = activity change below about -80%; inconclusive = between about -30% and that limit;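 also: parasites exposed to compound for two days anaerobically before the ATP read; % is scaled to controls: 0 for no effect and ±100 for the full control effect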
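Trophozoites 100 cells/well + cpd; 48 hrs, 37 deg C, anaerobic. ATPLite 1-Step added, 15-30 min RT, luminescence read (ATP-based viability).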
Menin MLL FP TR = displaces Texas Red mutant MLL peptide from human menin | O00255 | Menin + Texas Red MLL mutant peptide, fluorescence polarization | Potency, µM (highest dose often 61.6 µM), for the others: at the highest dose FP activity change, negative = inhibition, most hits filed as inhibitors | hit rate 0.23% among 270,000; active = well fitted inhibition curve with a large enough effect in the polarisation, with a control signal flat, not every such curve was filed as active; inconclusive = small, poorly fitted or top-dose-only effect, or effect the other way, or a change in a side signal; inactive = no such curve, though single readings can be large or run the other way; the % refers to the polarisation; also: potency is read from the fitted curve at half-maximal effect; % of control where 0% means no effect; many of its hits are not listed in these tables
PKM2 act = increases activity of human pyruvate kinase M2 | purified PKM2, Kinase-Glo ATP luminescence, activation; response scale: 0% is enzyme alone, no compound | hit rate 0.34% among 260,000 | Potency, µM (doses to about 57.5 µM), for the others: at the highest dose activation, usual class: activators | AID 1631 | P14618; also: potency is read from the fitted curve at half-maximal effect; % is scaled to controls: 0 for no effect and ±100 for the full control effect; nearly all actives have a fitted effect of over 55% in size
Target sequence (P14618 whole entry, looked up): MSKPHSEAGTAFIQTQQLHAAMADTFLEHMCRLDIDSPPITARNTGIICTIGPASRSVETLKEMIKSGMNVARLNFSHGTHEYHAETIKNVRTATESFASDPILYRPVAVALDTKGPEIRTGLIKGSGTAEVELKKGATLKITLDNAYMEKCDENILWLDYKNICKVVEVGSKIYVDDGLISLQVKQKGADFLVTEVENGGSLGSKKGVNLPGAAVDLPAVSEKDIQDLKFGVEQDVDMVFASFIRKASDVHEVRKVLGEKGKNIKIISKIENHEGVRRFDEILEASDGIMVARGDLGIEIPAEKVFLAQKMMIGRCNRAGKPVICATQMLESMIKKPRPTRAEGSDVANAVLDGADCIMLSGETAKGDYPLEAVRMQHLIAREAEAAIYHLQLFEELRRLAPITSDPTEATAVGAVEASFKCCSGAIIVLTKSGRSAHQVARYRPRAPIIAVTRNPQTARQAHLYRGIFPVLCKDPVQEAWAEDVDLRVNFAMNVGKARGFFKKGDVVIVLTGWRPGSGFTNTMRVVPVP
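Purified hPK-M2 (>95% pure) converted ADP (0.1 mM final) to ATP with 0.5 mM PEP in 50 mM imidazole pH7.2, KCl, MgCl2, Tween 20, BSA; 1 h at room temperature. ATP detected by Kinase-Glo luminescence.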
B2AR arrestin = recruits beta-arrestin to the human beta2-adrenergic receptor; P07550; beta-arrestin recruitment to beta2AR, cell-based reporter; Potency, µM (titrated, usually from 46.1 µM), inactives show at the highest dose activation, most hits filed as activators; hit rate 0.02% among 330,000; AID 492947;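 also: potency is read from the fitted curve at half-maximal effect; 0% = DMSO controls and full agonism = EC100 isoproterenol or metaproterenol; nearly all actives have a fitted effect of over 65% in size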
USP2a inh = inhibitors of human ubiquitin-specific protease USP2a | O75604 | USP2 core, Ub-CHOP2 coupled fluorogenic reporter, 485/531 | Potency, µM (highest dose often 38.3 µM), for the others: at the highest dose activity change, negative = inhibition, hits mostly inhibitors | hit rate 0.01% among 330,000 | AID 463254;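 also: potency is read from the fitted curve at half-maximal effect; plate controls were DMSO wells for no effect and full inhibition by NEM control for full effect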
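Deubiquitinase activity read as fluorescence (485/531 nm) after Ub-CHOP2 cleavage activates the enterokinase reporter on its substrate; USP2 core 10nM, Ub-CHOP2 and substrate 25nM each, 30min compound preincubation then 60min RT; data normalized to NEM, curves fitted.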
Starred values were filed as active, the others as inactive; ? = inconclusive; / = not tested or not shown; [ ] = another dose, or the depositor's remark. Unless noted, calls follow the shape of the dose curve; as a rule, active = well fitted curve in the direction sought with a large enough effect; inconclusive = small, poorly fitted or top-dose-only effect, or another doubt; inactive = no such curve, though single readings can be large; an effect the other way counts as inactive or inconclusive. Not all compounds are listed; rates above refer to the full screens.

cpd	SMILES	TRPV1 ag	FBPA coupling cs	KCNH2 3.1 inh	GALK inh	KCNH2 WT inh	CXXC DNA block
1	CC(=O)c1ccc(NC(=O)CSc2nc(=O)n(CCN3CCOCC3)c3c2CCC3)cc1	0	/	-5	/	-7	/
2	COc1ccc(C(=O)N/C(=C\c2cn(C)c3ccccc23)C(=O)NCCCn2ccnc2)cc1	14	/	?	-1%	-3	-1%
3	CN1C(C(=O)NCC2CC2)CC2Cn3c(nc4cc5ccccc5cc43)C21 (stereo unspecified)	-1	-1	-9	0%	-8	-10%
4	O=C(COc1cccc2ccccc12)Nc1ccc(Cl)cc1C(=O)O	-3	/	-5	-22%	-20	2%
5	CC1CCN(CC(=O)N2CCc3ccccc32)CC1	-2	/	-8	-4%	-4	-1%
6	CCC(OC(=O)c1cccs1)C(=O)NC1CCCCC1 (stereo unspecified)	10	0	-16	8%	-2	-3%
7	CN1C(=O)CC(N2CCN(c3ncccn3)CC2)C1=O (stereo unspecified)	3	1	-7	0%	7	-2%
8	COc1cc(OC)cc(-c2nc(N)n[nH]2)c1	3	-6	-42	0%	-2	1%
9	COc1ccccc1CN1CC(C(=O)N(C)Cc2[nH]c3ccccc3c2C)CCC1=O (stereo unspecified)	3	/	-20	-3%	-2	9%
10	N#CCOc1ccccc1/C=C/c1nc2ccccc2c(=O)[nH]1	1	0	16	-2%	-8	2%
11	O=C(CC(c1ccccc1)c1cc(Cl)ccc1O)N1CCCC1 (stereo unspecified)	15	-1	-17	0%	-8	-6%
12	CCCOCC(O)COc1ccccc1C(=O)N1CCOCC1 (stereo unspecified)	0	3	-8	4%	-10	2%
13	CCOc1ccc(NC(=O)CN(C)CC(=O)Nc2cccc(Cl)c2C)cc1OCC	6	0	-4	-2%	-12	12%
14	COc1ccc(-c2ccc(SCC(=O)N3CCOCC3)nn2)cc1OC	4	3	5	2%	3	-8%
15	Cc1cnc(CNC(=O)c2ccc(OC3CCN(C(=O)C4CC4)CC3)cc2)cn1	-2	2	1	-2%	15	7%

cpd	Giardia kill	Menin MLL FP TR	PKM2 act	B2AR arrestin	USP2a inh
1	-7	/	/	0.0%	-4%
2	-5	/	/	0.1%	0%
3	-19	/	-4%	-0.3%	2%
4	-1	/	1%	-0.9%	4%
5	-5	/	/	-1.0%	2%
6	-1	-1%	-5%	0.0%	0%
7	6	1%	-1%	-0.3%	2%
8	-13	-3%	0%	-0.1%	2%
9	-8	/	-2%	-0.5%	-2%
10	-8	-5%	-22%	0.2%	-1%
11	5	/	-7%	0.1%	-7%
12	10	-2%	-1%	-1.1%	0%
13	-9	11%	-3%	-0.5%	-1%
14	12	-3%	-14%	8.8%	0%
15	16	1%	-2%	-0.3%	5%

Compound profiles, as listed above. Order of screens: TRPV1 ag | FBPA coupling cs | KCNH2 3.1 inh | GALK inh | KCNH2 WT inh | CXXC DNA block | Giardia kill | Menin MLL FP TR | PKM2 act | B2AR arrestin | USP2a inh
CC1CCN(CC(=O)N2CCc3ccccc32)CC1 in the list: -2 | / | -8 | -4% | -4 | -1% | -5 | / | / | -1.0% | 2%
N#CCOc1ccccc1/C=C/c1nc2ccccc2c(=O)[nH]1 in the list: 1 | 0 | 16 | -2% | -8 | 2% | -8 | -5% | -22% | 0.2% | -1%
CCCOCC(O)COc1ccccc1C(=O)N1CCOCC1 (stereo unspecified) in the list: 0 | 3 | -8 | 4% | -10 | 2% | 10 | -2% | -1% | -1.1% | 0%

(cont.)
cpd	SMILES	TRPV1 ag	FBPA coupling cs	KCNH2 3.1 inh	GALK inh	KCNH2 WT inh	CXXC DNA block
16	N#Cc1cc(S(=O)(=O)c2ccc(F)cc2)c(N)[nH]c1=O	0	20	-9	-8%	2	6%
17	COc1cc(CN2CCCC(CO)(Cc3cccc(Cl)c3)C2)cc2c1OCO2 (stereo unspecified)	11	-3	-16	-1%	30	4%
18	COc1ccc(/C=C/C(=O)c2ccc3c(c2)OCO3)cc1OC	2	/	-4	/	2	/
19	CC(=O)Nc1nnc(Cc2c[nH]c3ccccc23)s1	2	-2	-1	7%	0	6%
20	COc1ccc(NC(=O)C(CC(=O)O)C(C)c2ccccc2)cc1 (stereo unspecified)	0	3	2	1%	4	2%
21	COc1ccc2cc(CO)c(Cl)nc2c1	-1	0	-4	-1%	-3	-4%
22	Cc1nc(N2CCN(S(=O)(=O)c3ccc(F)cc3)CC2)c2c(C)c(C)sc2n1	/	0	8	2%	1	2%
23	CC(=O)/C=C(\C)Nc1ccccc1O	-3	-1	-22	1%	-13	30%[activator]
24	Nc1c(C(=O)CSc2nnc(-c3ccccc3)o2)c(=O)[nH]c(=O)n1C1CC1	1	/	-5	/	14	/
25	Cc1cccc(-c2cc3nc(C)cc(NCCCN(C)C)n3n2)c1	1	2	8	-1%	8	-8%
26	Clc1cc(Cl)c2nc(N3CCOCC3)sc2c1	1	2	9	-2%	3	2%
27	CCc1ccc(-c2ccc(SCC(=O)Nc3nnc(C)s3)nn2)cc1	15	1	-4	6%	-1	18%
28	COC(=O)c1cc(COC(=O)c2ccc(OC)c(S(=O)(=O)N3CCCC3)c2)oc1C	5	1	-17	-3%	1	9%
29	O=C(OCn1nnc2ccccc2c1=O)c1cc(-c2ccccc2Cl)nc2ccccc12	4	4	/	-1%	12	-8%
30	COc1ccc(/C=N/NC(=O)c2nonc2N)cc1OC	0	4	16	2%	7	22%

cpd	Giardia kill	Menin MLL FP TR	PKM2 act	B2AR arrestin	USP2a inh
16	?	37%[activator]	17%	-0.1%	0%
17	-18	-10%	3%	2.8%	1%
18	-17	/	/	-0.1%	1%
19	0	17%	5%	-0.6%	8%
20	2	-6%	1%	0.2%	0%
21	-1	-2%	-2%	-0.4%	7%
22	-8	-4%[11.7 µM]	-13%	0.0%	3%
23	-11	-26%	1%	-0.6%	2%
24	-4	/	/	-0.2%	0%
25	-3	-15%	-4%	0.2%	2%
26	5	0%	1%	-0.2%	-1%
27	-24	-8%	8%	0.2%	0%
28	14	-17%	7%	-0.7%	3%
29	0	1%	-3%	-0.1%	3%
30	1	/	-1%	0.1%	8%

New compounds follow
cpd	SMILES	TRPV1 ag	FBPA coupling cs	KCNH2 3.1 inh	GALK inh	KCNH2 WT inh	CXXC DNA block
31	COc1ccc(NC(=O)CC2SC(N)=NC2=O)c([N+](=O)[O-])c1 (stereo unspecified)	-4	1	15	-2%	-8	-16%
32	CCCCC(=O)Nc1nnc(C)s1	0	0	6	7%	1	-4%
33	COc1ccc(CCNS(=O)(=O)c2cn(C)c(=O)n(C)c2=O)cc1OC	-1	2	13	3%	1	12%
34	CCCC[C@@H]1CNCCN1CCc1cccc(F)c1	5	/	-6	/	-2	/
35	CC(=O)NCC(=O)N(Cc1ccco1)C1(C(=O)NC2CCCCC2)CCCCC1	3	9	24	-3%	3	8%
36	Cc1nc(-c2cccnc2)sc1C(=O)N/N=C/c1ccccc1Cl	3	-2	13	4%	-3	0%
37	COCc1n[nH]c(=S)n1-c1cccc2ccccc12	1	0	3	1%	-2	-8%
38	Cc1ccsc1C(=O)OCC(=O)NCc1ccco1	3	2	6	12%	9	1%
39	COc1cc2c(cc1OC)-c1cc(NC3CCCC3)nc(=O)n1CC2	-3	-1	-6	2%	-6	-2%
40	COCc1cc(C)nc(SCC(=O)Nc2ccc3c(c2)OCO3)c1C#N	5	-1	4	-3%	-4	14%
41	Cc1ccccc1Nc1nc(-c2sc(NC(=O)c3ccco3)nc2C)cs1	-9	-19	6	0%	-13	-5%
42	Cc1ccc(C(=O)O/N=C\c2ccc(N3CCCCC3)c([N+](=O)[O-])c2)cc1	7	1	-77*	-2%	-14	3%
43	O=C(COC(=O)CCCNC(=O)c1ccc(Cl)cc1)Nc1cc(Cl)ccc1Cl	4	1	-23	1%	14	3%

cpd	Giardia kill	Menin MLL FP TR	PKM2 act	B2AR arrestin	USP2a inh
31	-7	4%	3%	0.0%	-1%
32	-8	-2%	-10%	0.1%	-1%
33	12	4%	0%	-0.7%	-2%
34	0	/	/	0.0%	-1%
35	3	/	-12%	0.0%	1%
36	?	/	-4%	-1.3%	1%
37	-7	2%	-6%	-1.1%	-1%
38	0	24%	1%	-0.1%	0%
39	0	-16%	-9%	0.2%	2%
40	-7	-19%	4%	0.1%	2%
41	-6	?	-34%	-0.2%	3%
42	10	20%	1%	-1.0%	-1%
43	27	12%	-13%	0.3%	1%

Screening data from PubChem BioAssay.
